Screening results deposited in PubChem by National Center for Advancing Translational Sciences (NCATS).
KAT2A inh = inhibitors of human GCN5L2 histone acetyltransferase. GCN5L2 HAT assay, ThioGlo1 CoA-SH fluorescence. Potency, µM (top dose mostly 58.9 µM), inactives show at the highest dose activity change, negative = inhibition, hits mostly inhibitors. actives 0.21% (n = 390,000). Q92830. AID 504327
Target sequence (Q92830 whole entry, looked up): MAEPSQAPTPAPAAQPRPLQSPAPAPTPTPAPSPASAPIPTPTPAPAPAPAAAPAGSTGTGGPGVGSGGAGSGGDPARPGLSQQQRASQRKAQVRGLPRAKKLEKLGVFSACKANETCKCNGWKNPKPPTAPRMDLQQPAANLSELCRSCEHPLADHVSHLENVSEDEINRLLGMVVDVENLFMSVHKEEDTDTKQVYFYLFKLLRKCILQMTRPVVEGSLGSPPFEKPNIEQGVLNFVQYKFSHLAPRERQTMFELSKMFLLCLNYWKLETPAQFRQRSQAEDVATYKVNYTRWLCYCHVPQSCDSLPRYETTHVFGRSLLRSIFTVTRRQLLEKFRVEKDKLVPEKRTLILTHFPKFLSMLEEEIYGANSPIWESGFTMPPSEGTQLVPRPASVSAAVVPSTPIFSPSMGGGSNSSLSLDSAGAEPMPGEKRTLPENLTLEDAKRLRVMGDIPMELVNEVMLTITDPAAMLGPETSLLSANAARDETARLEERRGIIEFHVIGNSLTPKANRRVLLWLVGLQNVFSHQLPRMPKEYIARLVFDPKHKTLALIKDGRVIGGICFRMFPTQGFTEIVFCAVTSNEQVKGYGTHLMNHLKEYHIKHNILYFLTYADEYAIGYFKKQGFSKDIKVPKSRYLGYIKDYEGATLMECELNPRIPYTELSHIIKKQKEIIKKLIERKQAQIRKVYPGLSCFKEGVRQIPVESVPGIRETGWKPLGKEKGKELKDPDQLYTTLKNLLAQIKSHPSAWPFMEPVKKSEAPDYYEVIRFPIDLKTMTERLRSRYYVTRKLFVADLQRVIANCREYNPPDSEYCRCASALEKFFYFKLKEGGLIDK
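GCN5L2 (20 nM) in 50mM HEPES pH 7.5, 0.1mM EDTA, 0.01% Tween-20 preincubated 15 min with compounds at room temperature. Reaction started with H3(1-25) 75uM, acetyl-CoA 70uM, ThioGlo1 50uM; CoA-thiol fluorescence (Ex340/Em540) read at 0 and 20 min.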
FEN1 inhibitor = blocks human flap endonuclease 1; Recombinant FEN1 flap cleavage, fluorescence, 15 min; actives 0.35% (n = 390,000); P39748; AID 588795; Potency, µM (doses to about 114 µM), for the others: at the highest dose activity change, negative = inhibition, most hits filed as inhibitors; further: nearly all actives have a fitted effect of over 65% in size
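Enzyme 10 nM, 15 min RT preincubation with compound; start with substrate 50 nM final; reads at 0 and 15 min; qHTS titration, four-parameter Hill fit.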
N370S GC = N370S glucocerebrosidase modulation, Gaucher chaperone candidate; P04062; N370S GC spleen homogenate, 4MU-glucoside fluorescence; Potency, µM (titrated, usually from 59.4 µM), for the others: at the highest dose activity change, negative = inhibition, most hits filed as inhibitors; actives 0.092% (n = 330,000); AID 2101;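 further: 0% = full enzyme activity and -100% = no enzyme basal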
Numbers without * were called inactive; ? = inconclusive; . = not tested or not shown; & = joins results of further samples; [ ] = dose if it differs, or a comment. The call rests on the fitted dose curve; in most records, active means well fitted curve in the direction sought with a large enough effect; inconclusive means small, poorly fitted or top-dose-only effect, or another doubt; inactive means no such curve, though single readings can be large; an effect the other way counts as inactive or inconclusive. Unless noted, on the % scale 0 is the no-effect control and ±100 the full control effect; potency means the concentration at half of the fitted maximal effect.

SMILES	KAT2A inh	FEN1 inhibitor	N370S GC
Cc1cc(-c2c(C)[nH]n(-c3ccc(Cl)cc3)c2=O)n(-c2ccccc2)n1	-5%	1%	11%
Cc1ccc(C(=O)OCC(=O)NC(=O)Cc2ccccc2)c(O)c1	-6%	-9%	10%
CC(C)(C)n1nc2c(c1NC(=O)Cc1cccc3ccccc13)CS(=O)(=O)C2	-6%	-4%	-7%
Nc1c(C(=O)NC2CCCCC2)c2nc3ccccc3nc2n1/N=C/c1ccco1	-8%	.	5%
COCCN(C(=O)CSc1nnc(-c2ccc(C)cc2)n1N)c1c(N)n(Cc2ccccc2)c(=O)[nH]c1=O	-2%	-1%	-14%
COc1ccc(NC(=O)Cn2c(=O)n(Cc3ccc4c(c3)OCO4)c(=O)c3ccc(C(=O)NC4CCCCC4)cc32)cc1	0%	-16%	.
COc1cccc(-c2nc3c(c(=O)[nH]c(=O)n3Cc3ccccc3)n2CCO)c1OC(F)F	-10%	0%	?
C=CCNc1oc(-c2ccco2)nc1S(=O)(=O)c1ccccc1	-7%	0%	3%
O=C(COc1ccccc1)Nc1c(Cl)ccc2nsnc12	-6%&-8%	-1%&-10%	0%
CCOC(=O)COc1nc(Nc2ccccc2C)nc(N(C)C)n1	1%	-3%	-1%
C=CCn1c(C)cc(C(=O)CSc2nnc(C3CC3)n2C2CC2)c1C	0%	-3%	.
CC12CCC(=O)N1C(C(=O)Nc1ccc(F)cc1)CS2 (stereo not drawn)	?	16%	-16%
O=C1Nc2ccc(S(=O)(=O)N3CCCC3)c3cccc1c23	-1%	-3%	2%
O=C(NCCN1CCCCC1)Nc1ccc(Cl)cc1	2%	22%	-13%
O=C1CSC(c2ccccc2F)N1CCN1CCCCC1 (stereo not drawn)	-7%	5%	-2%
COc1cc(NC(=O)C2CCN(S(=O)(=O)c3ccc4c(c3)oc(=O)n4C)CC2)cc(OC)c1	2%	-2%	.
O=c1c2cn[nH]c2[nH]c(=S)n1-c1ccccc1	2%	-8%	6%
COc1ccc(OC)c(S(=O)(=O)N2CCC(C(=O)NC(C)c3ccccc3)CC2)c1 (stereo not drawn)	11%	-12%	-9%
Cc1ccc(NC(=O)C2CCCN2C(=O)OC(C)(C)C)cc1C (stereo not drawn)	-25%	17%	-5%
Cc1[nH]c2ccccc2c1CN1CCN(c2ccccn2)CC1	-1%	1%	-3%

Gathered by group, the entries above with nitrogen in an aromatic ring
SMILES	KAT2A inh	FEN1 inhibitor	N370S GC
Cc1cc(-c2c(C)[nH]n(-c3ccc(Cl)cc3)c2=O)n(-c2ccccc2)n1	-5%	1%	11%
CC(C)(C)n1nc2c(c1NC(=O)Cc1cccc3ccccc13)CS(=O)(=O)C2	-6%	-4%	-7%
Nc1c(C(=O)NC2CCCCC2)c2nc3ccccc3nc2n1/N=C/c1ccco1	-8%	.	5%
COCCN(C(=O)CSc1nnc(-c2ccc(C)cc2)n1N)c1c(N)n(Cc2ccccc2)c(=O)[nH]c1=O	-2%	-1%	-14%
COc1ccc(NC(=O)Cn2c(=O)n(Cc3ccc4c(c3)OCO4)c(=O)c3ccc(C(=O)NC4CCCCC4)cc32)cc1	0%	-16%	.
COc1cccc(-c2nc3c(c(=O)[nH]c(=O)n3Cc3ccccc3)n2CCO)c1OC(F)F	-10%	0%	?
C=CCNc1oc(-c2ccco2)nc1S(=O)(=O)c1ccccc1	-7%	0%	3%
O=C(COc1ccccc1)Nc1c(Cl)ccc2nsnc12	-6%&-8%	-1%&-10%	0%
CCOC(=O)COc1nc(Nc2ccccc2C)nc(N(C)C)n1	1%	-3%	-1%
C=CCn1c(C)cc(C(=O)CSc2nnc(C3CC3)n2C2CC2)c1C	0%	-3%	.
COc1cc(NC(=O)C2CCN(S(=O)(=O)c3ccc4c(c3)oc(=O)n4C)CC2)cc(OC)c1	2%	-2%	.
O=c1c2cn[nH]c2[nH]c(=S)n1-c1ccccc1	2%	-8%	6%
Cc1[nH]c2ccccc2c1CN1CCN(c2ccccn2)CC1	-1%	1%	-3%

(next part)
SMILES	KAT2A inh	FEN1 inhibitor	N370S GC
CCOC(=O)c1sc(N)c(C#N)c1CSc1nnc(C2CC2)n1N	-8%	8%	0%
CC1CCN(Cc2nnnn2CCCC(=O)NCCc2cnn(C)c2)CC1	0%	22%	15%
O=C(NNC1=C(C(=O)C(F)(F)F)CCC1)c1ccccc1Cl	-7%	4%	4%
O=C(CN1C(=O)CCn2nc(-c3ccccc3)cc21)NCc1ccc(F)cc1	24%	2%	.
O=C(Cn1c(=O)nc(-c2ccccc2)c2cc(Cl)ccc21)NCc1ccc(Cl)cc1	-8%	14%	.
CCOC(=O)C1CCN(C(=O)CCCOc2ccccc2)CC1	3%	0%	15%
O=C(NCc1ccccn1)c1ccc(N2CCCC2)c([N+](=O)[O-])c1	-3%	-12%	4%
COc1ccc(-n2cc(C(=O)NCc3ccccc3)c3ccccc3c2=O)cc1	-10%	3%	.
O=C(N/N=C\c1ccc(O)c([N+](=O)[O-])c1)C1COc2ccccc2O1 (stereo not drawn)	?	14%	-2%
COc1cccc(-n2c([S-])c(C(=O)Nc3ccc(S(=O)(=O)N4CCOCC4)cc3)[n+]3cc(C(N)=O)ccc23)c1	-3%	7%	1%
O=C(NC1CC1)c1cccc(NC(=O)c2cn3ccccc3n2)c1	3%	5%	.
CCOc1ccc(C2C3=C(CCCC3=O)N(CC(=O)O)C3=C2C(=O)CCC3)cc1	-12%	-4%	?
Cc1ccc(CNC(=O)COC(=O)CCCOc2ccc(Cl)cc2Cl)cc1	1%	-4%	6%
Nc1cc(N)nc(SCCN2CCCCC2)n1	0%	-4%	-16%
CN(C)CCN(C(=O)c1ccc2c(c1)OCCO2)c1nc2ccc(Cl)cc2s1	-9%	-7%	-12%
COc1ccc(S(=O)(=O)N2CCC(C(=O)N3CCc4ccccc4C3)CC2)cc1Cl	-6%	3%	14%
O=C1CCC(C(=O)OC(C(=O)Nc2ccc([N+](=O)[O-])cc2Br)c2ccccc2)=NN1 (stereo not drawn)	-9%	-16%	.
CCc1ccccc1NC(=O)Nc1nnc(N(CC)c2ccccc2)s1	-2%	-10%	.
CCC(=O)Nc1ccc(SC#N)cc1C	-2%	-11%	6%
CC(=O)N1CC=CC1(CC(C)C)C(=O)NCCN1CCOCC1 (stereo not drawn)	-2%	-3%	2%
O=C(C1CCN(S(=O)(=O)c2ccccc2F)CC1)N1CCN(Cc2ccc3c(c2)OCO3)CC1	-1%	16%	.
O=C(Nc1ccccc1Cl)Nc1cccnc1Cl	-3%	2%	-5%
Cc1ccc2c(c1)C(C)CC(C)(C)N2C(=O)NC1CCCCC1 (stereo not drawn)	0%	0%	7%
Cc1ccc(C2CC(c3ccc(Br)cc3)=NN2C(=O)CSC2=NN3CCCC(=O)N=C3S2)cc1 (stereo not drawn)	-6%	1%	-1%
O=C(NCCCl)NNC(=O)c1cc2ccccc2cc1O	-3%	4%	-5%
COc1ccc(CC(=O)Nc2ccc(S(=O)(=O)N3CCCC3)cc2)cc1OC	1%	0%	.
CC(=O)Nc1sc(C)c(C)c1CN1CCN(Cc2ccccc2)CC1	-9%	-4%	-8%
COc1ccccc1NS(=O)(=O)c1cccc(C(=O)N2CCCC2)c1	-1%	2%	.
Cc1nc(-c2cccc(NC(=O)Nc3ccccc3C(F)(F)F)c2)no1	-11%	3%	.
CCc1cccc(NC(=O)C2CCCN(S(=O)(=O)c3cccs3)C2)c1 (stereo not drawn)	-24%&-14%	?	10%
NC(=O)NNc1ncc(C(F)(F)F)cc1Cl	5%	3%	-1%
O=C1CS(=O)(=O)C2(C(=O)N(Cc3cccc(F)c3)c3ccccc32)N1c1ccccc1 (stereo not drawn)	-13%	0%	.
Cn1/c(=N/NC(=O)c2ccccc2Br)sc2ccccc21	0%	-4%	2%
Cn1nnnc1SCC(=O)Nc1cccc(S(=O)(=O)N2CCCC2)c1	-11%	-7%	-5%
Cc1ccc(C)c(NS(=O)(=O)c2c(C)nc3sccn3c2=O)c1	-4%	18%	1%
CCOc1ccc(Cc2nnc(SCC(=O)Nc3ccc(OC)cc3)n(N)c2=O)cc1	2%	34%	4%
Cc1nnc(SCC(=O)NC23CC4CC(CC(C4)C2)C3)s1	6%	0%	1%
O=C1NC(=S)N(C(=O)c2ccc(F)cc2)/C1=C/c1cccnc1	?	-7%	2%
CCCCCOc1ccc(CSC(=N)N)cc1[N+](=O)[O-]	-4%	-1%	-21%
Cc1nc2nc(SCC(=O)NCCc3ccc(Cl)cc3)nn2c(C)c1Cc1ccccc1Cl	-3%	-1%	.
O=C(CCCSc1ccccc1)Nc1cccc(CO)c1	-4%	-10%	4%
CC(=O)Nc1nc2cc(C(N)=O)ccc2s1	-4%	-3%	.
CCN(CC)CC#CCC(C)(c1ccccc1)c1ccccc1	-16%	-22%	-1%[12.8 µM]
COc1ncc2nc(-c3ccccc3)c(=O)n(-c3ccccc3)c2n1	-7%	.	0%
O=C(NCCc1ccccc1)C(=O)c1c[nH]c2ccccc12	3%	-5%	2%
Cc1ccc(C(=O)NCCCNC(=O)c2ccco2)cc1	-5%	1%	-3%
COc1ccc(C(CC(=O)NCc2ccccc2Cl)N2Cc3ccccc3C2=O)cc1OC (stereo not drawn)	18%	12%	.
Cc1ccc(NC(=O)[C@H](Cc2ccccc2)NC(=O)[C@@H]2Cc3ccccc3CN2)c(C)c1	-2%	-18%	-4%
O=C(/C=C/Nc1ccc(S(=O)(=O)Nc2ncccn2)cc1)c1ccc(Cl)c(Cl)c1	-2%	5%	-4%
COc1ccc(CNC(=O)C(=O)Nc2ccccc2OC)cc1	-5%	-10%	.
COc1ccccc1NS(=O)(=O)c1ccc(OC)c([N+](=O)[O-])c1	-6%	7%	11%
CCc1nc2cccnc2n1-c1ccc(CC(=O)Nc2ccc(C)cc2)cc1	?	8%	.
Cn1ccnc1COc1ccc(/C=N/O)cc1	-12%	3%	-6%
NC(=O)C1CCCN(C(=O)NC2CCCCC2)C1 (stereo not drawn)	1%	-3%	1%
Cc1ccc(Cl)cc1NC(=O)N1CCN(C)c2ncccc21	-2%	13%	.
Cc1ccccc1C(=O)NC(=S)Nc1ccc(S(=O)(=O)N2CCN(C)CC2)cc1	-8%	-7%	-4%
Clc1ccc(-c2cnnc(-c3ccccn3)n2)cc1	-4%	?	.
COc1ccccc1CCNC(=O)c1csc2c1CCCC2	2%	-3%	2%
O=C(CSc1nc(=O)[nH]c2c1CCCC2)Nc1ccc(Cl)c(Cl)c1	-5%	12%	.
CCOC(=O)c1ccc(NC(=O)CC2C(=O)N(c3ccc(F)cc3)C(=O)N2CCCOC)cc1 (stereo not drawn)	28%	-9%	?
Next part.
SMILES	KAT2A inh	FEN1 inhibitor	N370S GC
c1ccc(CSC2=NCCS2)cc1	3%	1%	5%
CCC(CC)NC(=O)C1CCN(c2ccc(S(=O)(=O)N3CCOCC3)cc2[N+](=O)[O-])CC1	0%	17%	.
O=C(NCCCN1CCOCC1)c1cccnc1	-9%	10%	-14%
CC1(C)CC(=O)C2=C(C1)N(Cc1ccccc1)C(=O)C2(O)C(F)(F)F (stereo not drawn)	-6%	-5%	9%
NC(=O)COC(=O)c1cc(-c2cccs2)nn1-c1ccccc1	-1%	-3%	0%
O=C(O)CSc1nnc(-c2cccc(S(=O)(=O)N3CCCCC3)c2)o1	-2%	0%	-3%
COc1ccc(S(=O)(=O)N(Cc2ccc(OC)c(OC)c2)Cc2ccco2)cc1	-4%	-21%	9%
COc1cc(NC(=O)N[C@@H](CCSC)C(=O)O)cc(OC)c1	-3%	11%	3%
CCOC(=O)N1CCN(S(=O)(=O)c2ccc(OC)c(Cl)c2)CC1	-1%	11%	6%
Cc1ccc(C(=O)NC(C)c2ccncc2)o1 (stereo not drawn)	?	-6%	-2%
CCOC(=O)N1CCN(c2nc(C)c3c(n2)CCCC3=O)CC1	1%	6%	0%
Cc1ccc(C)n1-c1nnc(N2CCC(C(=O)NCCCN3CCN(C)CC3)CC2)s1	?	-22%	1%
Cc1cc(-c2ccccc2)nc(N(C)NC(=O)C2CC2)c1S(C)(=O)=O	0%	9%	0%
COc1ccc(CNc2nc(SC)n[nH]2)cc1OC	2%	-2%	0%
NS(=O)(=O)c1ccc(NS(=O)(=O)c2ccc(NC(=S)Nc3ccccc3)cc2)cc1	-6%	1%	2%
Cc1ccc(NC(=O)C2(c3cccs3)CCOCC2)cc1Cl	-2%	-1%	.
COc1cccc(OCC(O)CN2CCC(CN3C(=O)c4cccc5cccc(c45)C3=O)CC2)c1 (stereo not drawn)	-8%	28µM*	6%
Brc1ccccc1-c1nnc(CSc2nncn2-c2ccccc2)o1	-1%	-5%	11%
O=C(COC(=O)c1cccc(O)c1)NC(=O)Cc1ccccc1	-2%	1%	1%
CC(C)NS(=O)(=O)c1ccc(NC(=O)C2CCCCC2)cc1	-3%	-11%	1%[12.8 µM]
COc1ccc(C(C)N2CC34C=CC(O3)C(C(=O)O)C4C2=O)cc1 (stereo not drawn)	.	4%	2%
CC#CCOC(=O)c1c(C)nc2sc3c(c2c1N)CC[C@@H](O)C3	.	-30%	-3%
c1ccc(COc2ccc(CNn3cnnc3)cc2)cc1	-2%	-2%	-6%
O=C(NCCOc1ccccc1)c1cc([N+](=O)[O-])ccc1N1CCOCC1	-1%	13%	.
